From PubChem BioAssay
JNK3 blocker = JNK3 kinase activity inhibitors, primary screen, biochemical, human, purified enzyme | Mitogen-activated protein kinase 10 (Homo sapiens), P53779 | HTS | inhibition, % at 8 µM | hit rate 0.61% among 60,000 | AID 746, 2007; in the data active means inhibition above about 17%;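 further: 0% = DMSO and 100% = reference inhibitor; many of its hits are not listed in these tables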
C1s block = complement C1s protease inhibitors, primary screen, biochemical, 10-compound mixtures; purified C1s, fluorogenic AMC substrate, pooled mixtures; mean inhibition % of two 10-compound mixtures (hits give high values), % at 5 µM (by protocol); hit rate 0.16% among 62,000;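 active means inhibition above 20% in each of the two 10-compound mixture wells holding the compound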;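 further: 0% = enzyme wells lacking compound mixture and 100% = no-enzyme blank wells; some compounds called inactive have numbers as strong as hits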
CatL inh = inhibitors of human cathepsin L, biochemical; purified cathepsin L, fluorogenic substrate, fluorescence; inhibition, %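 (tested at 10 µM)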; Procathepsin L (Homo sapiens), P07711; hit rate 0.17% among 58,000; in the data active means inhibition above about 45%;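 further: 0% = enzyme with no compound and 100% = no enzyme blank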
FXIIa inh mix = human factor XIIa inhibitors, primary screen, biochemical, pooled compound mixtures, fluorogenic substrate. Coagulation factor XII (Homo sapiens), P00748. purified FXIIa. inhibition, % at 5 µM. hit rate 0.2% among 62,000. AID 684, 2007;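 further: 0% = enzyme without compound and 100% = no enzyme blank; some results filed as inactive read as strong as hits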
PKA inh = inhibitors of human PKA kinase activity, primary screen, biochemical, ATP-depletion luminescence, Kemptide substrate; cAMP-dependent protein kinase catalytic subunit alpha (Homo sapiens), P17612; PKA Kemptide phosphorylation, Kinase-Glo ATP luminescence; inhibition, % at 6 µM; hit rate 0.1% among 65,000; AID 524, 2006;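 active means inhibition above the screen-wide mean inhibition plus 3 SD, cut at about 21% in these data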; further: many of its hits are not listed in these tables
CatS block = inhibitors of human cathepsin S, biochemical, compound mixtures; P25774; recombinant cathepsin S, AMC dipeptide fluorescence, pooled mixtures; inhibition, %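 (tested at 5 µM per compound within 10-compound mixtures)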; hit rate 0.06% among 62,000; in the data active means inhibition above about 32%, passing the limit was not always enough; inconclusive means no clear call, values can overlap the other calls;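 further: 0% = enzyme without compound and 100% = blank without enzyme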
CatG inh = human cathepsin G inhibitors, primary screen, biochemical, pooled compound mixtures, AMC fluorescence. purified enzyme, AMC-tetrapeptide fluorescence. P08311. hit rate 0.2% among 62,000. inhibition, % at 5 µM (by protocol);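 active means inhibition above 20% in each of the two mixture wells holding the compound; inactive means inhibition of 20% or less in either well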;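 further: 0% = enzyme control without mixture and 100% = blank lacking enzyme; strong numbers were not always called active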
ROCK2 blocker = inhibitors of human ROCK2 kinase, primary screen, biochemical, high-throughput, luminescence; purified ROCK2, Kinase-Glo ATP depletion luminescence; inhibition, % at 6 µM; hit rate 0.35% among 60,000; AID 604, 2007;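 active means inhibition above the screen-wide mean inhibition plus 3 SD, cut at about 18% in these data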;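 further: plate controls were DMSO wells for no effect and Y-27632 control wells after no-enzyme background subtraction for full effect; many of its hits are not listed in these tables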
Target sequence (O75116 whole entry, looked up): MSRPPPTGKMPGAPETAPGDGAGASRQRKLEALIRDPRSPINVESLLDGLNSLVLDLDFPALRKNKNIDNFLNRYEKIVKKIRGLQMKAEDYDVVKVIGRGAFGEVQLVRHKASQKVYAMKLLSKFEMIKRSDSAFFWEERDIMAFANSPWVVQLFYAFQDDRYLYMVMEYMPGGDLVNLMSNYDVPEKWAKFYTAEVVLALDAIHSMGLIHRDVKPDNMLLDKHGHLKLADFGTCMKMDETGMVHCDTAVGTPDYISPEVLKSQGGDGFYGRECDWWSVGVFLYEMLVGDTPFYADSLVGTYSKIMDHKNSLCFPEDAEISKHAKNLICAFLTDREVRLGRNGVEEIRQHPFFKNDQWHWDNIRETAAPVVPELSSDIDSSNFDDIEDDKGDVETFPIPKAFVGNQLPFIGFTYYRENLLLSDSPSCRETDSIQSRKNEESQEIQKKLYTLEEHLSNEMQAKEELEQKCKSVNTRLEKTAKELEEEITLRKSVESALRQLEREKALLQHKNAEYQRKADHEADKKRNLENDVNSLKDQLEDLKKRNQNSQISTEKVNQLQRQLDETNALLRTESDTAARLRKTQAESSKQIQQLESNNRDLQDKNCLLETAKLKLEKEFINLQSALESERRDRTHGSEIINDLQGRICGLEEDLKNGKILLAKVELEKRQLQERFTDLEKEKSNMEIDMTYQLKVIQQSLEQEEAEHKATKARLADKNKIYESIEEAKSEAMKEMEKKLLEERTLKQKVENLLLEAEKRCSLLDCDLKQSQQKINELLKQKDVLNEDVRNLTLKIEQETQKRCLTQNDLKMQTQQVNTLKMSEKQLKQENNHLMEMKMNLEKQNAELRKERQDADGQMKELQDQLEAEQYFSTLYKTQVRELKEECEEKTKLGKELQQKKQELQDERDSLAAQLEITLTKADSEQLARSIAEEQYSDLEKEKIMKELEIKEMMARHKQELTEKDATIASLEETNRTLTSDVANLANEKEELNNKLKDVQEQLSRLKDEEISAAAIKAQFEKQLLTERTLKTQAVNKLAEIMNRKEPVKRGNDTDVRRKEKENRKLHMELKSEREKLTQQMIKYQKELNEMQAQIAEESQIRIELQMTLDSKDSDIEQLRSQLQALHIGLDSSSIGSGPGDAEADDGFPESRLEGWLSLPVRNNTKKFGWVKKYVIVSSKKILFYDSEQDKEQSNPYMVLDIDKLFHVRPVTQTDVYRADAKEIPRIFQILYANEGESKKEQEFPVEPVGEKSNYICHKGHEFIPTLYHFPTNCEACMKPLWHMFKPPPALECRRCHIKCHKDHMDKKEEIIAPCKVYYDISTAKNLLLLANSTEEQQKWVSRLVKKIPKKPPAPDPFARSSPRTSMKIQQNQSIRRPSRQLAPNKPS
FXIa inh mix = FXIa protease inhibitors in compound pools, primary screen, biochemical, 10-compound mixtures | Coagulation factor XI (Homo sapiens), P03951 | purified FXIa, fluorogenic substrate, pooled mixtures | inhibition, % at 5 µM | hit rate 0.19% among 62,000;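 further: each value is inhibition by a whole ten-compound pool holding the compound; 0% = enzyme with no mixture and 100% = wells lacking enzyme; strong numbers were not always called active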
* hit, by the source's call; ? = inconclusive; . = no result given. Unless noted, no stated cut-off is given here; in the data, active means inhibition above about 20% (passing the limit was not always enough); inactive means the rest.

ROCK2 blocker	C1s block	PKA inh	CatG inh	JNK3 blocker	CatL inh	FXIa inh mix	CatS block	FXIIa inh mix	structure
6	-37	6	3	-9	23	-6	3	0	COc1ccc(OC)c(NC(=O)C2C3CCC(O3)C2C(=O)O)c1 (centres undefined)
.	1	5	10	.	4	-4	14	3	Cc1cccc(N=C(N2CCOCC2)P(=O)(N2CCOCC2)N2CCOCC2)c1
13	31	12	24	9	-2	24	-2	4	COc1ccc(CC(=O)Nc2cccc(-c3nnc(-c4cccc(C)c4)o3)c2)cc1OC
3	3	8	-7	8	15	3	11	2	CC(=O)c1c(C)[nH]c(C(=O)N2CCN(C(=O)c3ccco3)CC2)c1C
2	-16	8	-11	3	13	5	32	12	Cc1ccc(SCc2nc(-c3cccnc3)no2)cc1
-1	-4	-4	6	2	-2	2	-1	5	O=C(Cn1c(=O)oc2ccccc21)NCc1ccco1
5	-1	8	7	1	1	-1	0	6	COc1ccccc1NC(=O)N(Cc1ccc2c(c1)OCO2)Cc1nc2ccccc2c(=O)[nH]1
18*	-50	8	-3	4	9	-6	4	0	Cc1cccc2cc(=O)[nH]c(C)c12
3	6	-4	41	2	-8	14	-7	-2	Cc1c(NC(=O)c2noc3c2CCc2ccccc2-3)c(=O)n(-c2ccccc2)n1C
-11	-9	-2	-4	-11	-4	6	0	1	Cc1ccc(-c2nc(CS(=O)CC(=O)NCc3ccccc3)c(C)o2)cc1 (centres undefined)
5	10	0	5	2	4	-4	3	-11	C=CCc1cccc2cc(C(=O)N3CCN(C(=O)c4ccco4)CC3)c(=O)oc12
.	-1	.	7	.	1	2	-1	9	CCc1nccn1S(=O)(=O)c1cc(Br)ccc1OC
-1	-3	2	-1	4	17	1	?	7	Cc1ccc(C(=O)NCc2nnc(SCC(=O)Nc3sc4c(c3C#N)CCCC4)n2C)cc1
4	1	8	0	-10	-3	-4	13	2	C/C(N)=C(/C#N)C(=O)COC(=O)C1Cc2ccccc2CN1S(C)(=O)=O (centres undefined)
0	-8	5	-3	4	1	-4	0	-2	O=C(O)CN1CCOCCOCCN(CC(=O)O)CCOCCOCC1
-1	1	-2	4	2	6	3	10	15	Cc1cc(-n2c(C)cc(C(=O)CSc3nnnn3-c3ccc(Cl)cc3)c2C)no1
.	-7	4	2	.	13	5	23	13	O=C(C1CC1)N1CCc2cc(Br)cc(S(=O)(=O)N3CCCCCC3)c21
2	-18	-1	2	-4	2	5	6	5	COc1cccc(C2c3c(oc4ccccc4c3=O)C(=O)N2CCCN(C)C)c1OC (centres undefined)
-1	2	-3	7	-7	5	-1	-10	4	CCOc1ccc(NC(=O)COC(=O)Cn2cnnn2)cc1OCC
1	-10	-4	7	2	-46	1	-3	5	Cc1cc(-c2ccccc2)n2ncc(C#N)c2n1
1	14	4	9	22*	5	4	9	2	O=c1c2[nH]c3cccc(Cl)c3c2ncn1Cc1ccncc1
6	2	12	2	6	3	-2	10	-14	O=C(CCCNS(=O)(=O)c1cccc2nsnc12)NCc1ccc(Cl)cc1
2	9	8	2	-1	-5	7	3	6	CCCn1cnc2cc(NCc3ccccn3)ccc21
-2	-1	6	-4	-2	19	-5	-6	2	O=C1c2ccccc2C(Nc2ccc3c(c2)OCCO3)N1Cc1ccccc1 (centres undefined)
-2	-2	1	-3	-6	5	8	23	-16	O=C(NC1CCCCCC1)C1CCCN(S(=O)(=O)c2cccs2)C1 (centres undefined)
2	9	-6	7	-1	-4	1	2	0	O=C(O)CCCC(=O)N1CCN(c2nc(-c3ccccc3)c3ccccc3n2)CC1
4	-8	4	9	5	14	-4	-1	1	O=C1Nc2cc(C(=O)N3CCOCC3)ccc2SC1N1CCOCC1 (centres undefined)
4	1	4	5	4	16	-3	5	8	CCn1c(SCC(=O)NCc2ccc(F)cc2)nc2c(c1=O)SC(C)C2 (centres undefined)
2	0	7	4	12	4	4	-5	-1	COc1cccc(OCc2nc3ncc(Br)cc3[nH]2)c1
1	-6	8	5	1	-3	3	-9	1	CC(CC(C)C(=O)N1CCOCCN(C(=O)C(C)CC(C)C(=O)O)CCOCC1)C(=O)O (centres undefined)

3 entries drawn at random from those above, as already listed:
ROCK2 blocker	C1s block	PKA inh	CatG inh	JNK3 blocker	CatL inh	FXIa inh mix	CatS block	FXIIa inh mix	structure
2	9	-6	7	-1	-4	1	2	0	O=C(O)CCCC(=O)N1CCN(c2nc(-c3ccccc3)c3ccccc3n2)CC1
2	-16	8	-11	3	13	5	32	12	Cc1ccc(SCc2nc(-c3cccnc3)no2)cc1
.	-7	4	2	.	13	5	23	13	O=C(C1CC1)N1CCc2cc(Br)cc(S(=O)(=O)N3CCCCCC3)c21

The listing continues.
ROCK2 blocker	C1s block	PKA inh	CatG inh	JNK3 blocker	CatL inh	FXIa inh mix	CatS block	FXIIa inh mix	structure
6	11	7	6	5	-2	4	24	3	O=C(c1ccc(Cl)cc1)C1C2C(=O)N(c3ccccc3)C(=O)C2C2CCCN21 (centres undefined)
5	3	10	9	-5	11	16	3	-15	COCc1nnc(NC(=O)CSc2ccc(C)cc2)s1
2	-14	2	9	1	6	-3	1	1	N#Cc1c(N)nc2c(c1-c1ccncc1)CCCCC2
.	-2	-3	1	.	.	11	7	3	Cc1ccc(C(=O)c2cn[nH]c2-c2cc(Cl)ccc2O)cc1
2	-17	6	-11	0	1	-3	-10	2	COc1ccc(C2C(C(=O)c3ccco3)=C(O)C(=O)N2Cc2cccnc2)cc1OC (centres undefined)
6	6	5	8	1	3	3	-1	8	CC12CCC(C(=O)NCc3ccccn3)(OC1=O)C2(C)C (centres undefined)
3	1	10	-1	1	.	5	5	24	CCCCCn1c(N(C)Cc2ccccc2)nc2c1c(=O)[nH]c(=O)n2C
6	-4	4	1	2	-3	3	-4	6	c1ccc2c(NC3CCCC3)nnc(NC3CCCC3)c2c1
-1	12	-3	10	-6	10	7	-3	1	CC1=C(C(=O)Nc2ccccc2Cl)C(c2ccc(N(C)C)cc2)NC(=O)N1 (centres undefined)
.	13	3	9	.	-7	5	5	-1	COC(=O)c1cn(NC(=O)c2ccc3c(c2)OCO3)c(=O)c2ccccc12
6	-24	5	3	4	21	8	2	1	CC(C)(C)NC(=O)CSc1n[nH]c(=O)n1-c1ccccc1
2	-32	7	-1	2	.	-8	4	8	NC(=O)CN1CCN(C(=O)Nc2ccccc2)CC1
-2	-4	-11	5	-3	-8	-1	-11	4	CCOC(=O)/C=C1\CC(=O)Nc2nonc2N1
-4	-20	1	-8	-3	6	7	9	3	COc1ccc(S(=O)(=O)Cc2ccc(C(=O)NC3CC3)o2)cc1
4	-1	10	1	-1	1	12	-2	3	COc1cccc(S(=O)(=O)NCc2ccc(C(=O)NCC3CCCO3)cc2)c1 (centres undefined)
2	13	10	12	7	14	0	0	-19	Cc1ccc(S(=O)(=O)N2CCCC2C(=O)N(C)Cc2cccs2)cc1 (centres undefined)
6	-51	7	3	-3	-9	-5	-7	-17	O=C(O)Cn1c2c(c3ccccc31)CCCC2
2	14	2	9	-1	-6	0	-5	2	CC(C)c1c(C#N)c(N)nc(SCC(=O)c2cc3ccccc3oc2=O)c1C#N
19*	-2	18	-2	7	-4	2	-5	1	Clc1ccccc1-c1nn2c(-c3ccncc3)nnc2s1
-1	-5	-3	8	-3	-3	-2	36	7	Cn1c(/C=N/n2cnnc2)nc2ccccc21
-5	1	-5	10	0	-6	6	-8	6	O=C(CNCC1CCCO1)N1CCCc2ccccc21 (centres undefined)
3	6	7	2	-2	-2	1	13	1	CCCCCC(C(=O)O)C(C)CC(=O)NC1CCCCC1 (centres undefined)
6	-13	7	-9	-1	5	-1	-3	1	COc1ccc(S(=O)(=O)N(C)c2c(C)n(C)n(-c3ccccc3)c2=O)cc1OC
-2	-27	-1	-8	-8	-3	5	-19	-1	O=C(CCSc1nc(-c2ccco2)cc(C(F)(F)F)n1)N1CCCc2ccccc21
-12	-22	2	1	-10	2	-4	5	8	COCCN1C(=O)C(=O)/C(=C(/O)c2cccc(S(=O)(=O)N(C)C)c2)C12C(=O)N(C)c1ccccc12 (centres undefined)
-13	-29	0	1	-1	30	9	11	9	COc1ccccc1NC(=O)C1=C(C)NC(SCC(=O)c2ccc(C)cc2)=C(C#N)C1c1ccco1 (centres undefined)
.	-22	3	1	.	26	8	?	1	COC(=O)C1=C(C)OC(N)=C(C#N)C1c1c(C)nn(-c2ccccc2)c1Cl (centres undefined)
1	-38	2	-7	2	1	0	9	7	O=C(COC(=O)C1CC1)c1c[nH]c2ccccc12
4	2	2	-1	-1	.	9	-15	7	CCN1C(=O)CS/C1=C(\C#N)S(=O)(=O)c1ccccc1
.	13	5	8	.	.	6	-3	4	O=C(CCN1C(=O)c2ccccc2C1=O)Nc1sc2c(c1C(=O)NCc1ccco1)CCCC2
1	-16	-2	-2	0	4	9	11	1	Cn1c(=O)[nH]c(=O)c2c1nc(CN1CCN(c3cccc(Cl)c3)CC1)n2CCc1ccccc1
4	-28	4	-2	3	0	-1	1	-2	COc1ccc(-c2noc(CCC(=O)Nc3cccc(C)c3)n2)cc1
.	3	5	-43	.	15	-1	13	5	O=C(COC(=O)c1cccc(S(=O)(=O)N2CCc3ccccc32)c1)NC1CCS(=O)(=O)C1 (centres undefined)
4	-13	2	6	1	-1	2	-3	-1	O=C(c1cc(-c2cccs2)on1)N1CCN(c2ccccc2)CC1
0	10	-2	12	-1	1	4	10	-17	Cc1cc2nc(C)n3c4ccccc4nc3n2n1
-2	-11	-2	-2	-4	.	1	6	2	O=C(N1CCN(c2ccc(F)cc2)CC1)C12CC3CC(CC(C3)C1)C2
1	0	7	-3	-4	8	-1	7	1	CCOC(=O)N1CCC(N2Cc3cccc(C(=O)NCc4ccccn4)c3C2=O)CC1
-3	-13	0	0	-5	9	7	13	10	CC1(C)Oc2ccc(C(=O)N3CCOCC3)cc2N(CC(=O)Nc2ccccc2)C1=O
4	7	4	25	4	-8	46*	2	3	Cc1sc(NC(=O)c2ccco2)c(CN2CCN(c3ccccn3)CC2)c1C
1	-25	-1	-6	3	-33	-1	-10	10	CC(C)C(=O)Nc1ccc(-c2nc3cccnc3o2)cc1
.	11	10	10	.	-5	11	2	9	Cc1c(C(=O)NCc2ccc3c(c2)OCO3)oc2ccc(S(=O)(=O)N3CCCC3)cc12
-5	-3	-1	-3	19*	4	2	-5	11	CSCCC(Nc1ncnc2ccc(Br)cc12)C(=O)O (centres undefined)
-4	-12	7	2	10	3	13	0	2	CCN(CC)C(=O)COc1ccc(CC(=O)O)cc1OC
-15	.	2	.	-7	-35	.	.	.	Nc1c2c(nc3ccccc13)N(C1CCCCC1)CC2
0	3	4	-2	5	-14	7	-5	-6	CC(=O)C1=C(O)C(=O)N(CO)C1c1ccccc1F (centres undefined)
3	-3	6	9	-4	-9	2	3	7	O=C1N2CCCc3cccc(c32)C12Nc1ccccc1S2 (centres undefined)
6	11	7	13	4	-11	3	9	21*	CN(C)CCNC(=O)c1cc2ccccc2oc1=O
2	4	5	1	10	0	7	-10	1	CC(C)(C)NC(=O)Cn1nnc(-c2cccs2)n1
4	-13	9	-1	-3	33	-3	0	6	COc1ccccc1-n1c(SCC(=O)N2CCCCC2)nnc1-c1ccccc1O
.	-4	3	8	.	13	2	9	-2	O=C(O)CCC(=O)Nc1ccc(N2CCCCC2)c(C(=O)O)c1
